Bioassay records deposited in PubChem by several laboratories.
OX1R antag-1 = human HCRTR1 antagonism; O43613; inhibition, % at 5 µM; 0.43% of 330,000 active; CHO/OX1R cells, Fluo-8 calcium fluorescence, orexin A; AID 434989;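 active = inhibition above its plate's threshold, mean inhibition of all tested compounds on the plate plus 3 SD, cut at about 37% in these data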;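 also: 0% = orexin A challenge wells and 100% = SB-334867-A antagonist wells; not every result past the cut was called active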
Target sequence (O43613 whole entry, looked up): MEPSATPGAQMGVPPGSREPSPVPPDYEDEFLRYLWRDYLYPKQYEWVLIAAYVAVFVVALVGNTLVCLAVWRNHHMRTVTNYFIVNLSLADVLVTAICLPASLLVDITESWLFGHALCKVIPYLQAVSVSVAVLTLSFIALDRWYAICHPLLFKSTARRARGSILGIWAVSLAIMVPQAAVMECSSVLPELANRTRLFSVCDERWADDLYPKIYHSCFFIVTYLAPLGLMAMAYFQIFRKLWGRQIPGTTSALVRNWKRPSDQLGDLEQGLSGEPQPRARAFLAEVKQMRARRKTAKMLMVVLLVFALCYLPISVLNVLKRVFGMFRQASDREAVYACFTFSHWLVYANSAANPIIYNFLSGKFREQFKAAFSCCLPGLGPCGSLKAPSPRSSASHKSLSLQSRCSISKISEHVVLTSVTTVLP
CHT allo act = allosteric activators of human choline transporter CHT; AID 488977; B-score at 10 µM; Q9GZV3; CHT-expressing cells, membrane potential dye, choline EC20; stronger effect = higher value; LV-AA mutant CHT in HEK293 cells; 0.49% of 310,000 active;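 active = initial fluorescence not abnormally high and integrated response B-score, plate-corrected, over 3 SD above library mean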
Target sequence (Q9GZV3 whole entry, looked up): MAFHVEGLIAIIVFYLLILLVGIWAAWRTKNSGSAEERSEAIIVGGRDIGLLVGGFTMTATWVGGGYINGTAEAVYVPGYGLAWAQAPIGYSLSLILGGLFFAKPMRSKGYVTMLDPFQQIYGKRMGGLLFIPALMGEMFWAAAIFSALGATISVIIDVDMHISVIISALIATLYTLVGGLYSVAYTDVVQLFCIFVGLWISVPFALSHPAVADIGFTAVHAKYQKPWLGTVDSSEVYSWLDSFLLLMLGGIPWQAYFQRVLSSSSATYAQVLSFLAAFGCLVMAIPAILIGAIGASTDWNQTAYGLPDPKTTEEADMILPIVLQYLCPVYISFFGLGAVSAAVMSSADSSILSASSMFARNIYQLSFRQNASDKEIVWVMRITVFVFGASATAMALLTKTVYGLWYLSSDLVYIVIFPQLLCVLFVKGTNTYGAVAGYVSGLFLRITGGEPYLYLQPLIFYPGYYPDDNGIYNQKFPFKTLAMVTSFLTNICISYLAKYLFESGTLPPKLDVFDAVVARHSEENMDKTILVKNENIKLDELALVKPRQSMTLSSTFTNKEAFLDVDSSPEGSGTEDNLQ
OX1R antag-2 = blocks the human orexin 1 receptor; 1.8% of 330,000 active; AID 485270; inhibition, % at 6.6 µM; O43613; OX1R-expressing cells, FRET antagonist read-out; in the data active = inhibition mostly above about 38%, no sharp cut-off; inactive = mostly below about 40%;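 also: 0% = agonist challenge alone and 100% = reference antagonist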
* = called active by the depositor; i = inactive; nt = not tested or not shown. Compounds were not picked by outcome; about 2.5% have a hit in one of these screens.

Fields – OX1R antag-1 | CHT allo act | OX1R antag-2
O=C(Nc1ccc2c(c1)OCO2)N1CCN(Cc2ccco2)CC1
 : 7 | i | 6
COc1ccccc1C1C(C(N)=O)=C(C)Nc2ncnn21 (stereo unspecified)
 : 2 | i | 13
Cc1cccc2cc(C(c3nnnn3Cc3ccc4c(c3)OCO4)N3CCCC3)c(=O)[nH]c12 (stereo unspecified)
 : -17 | i | 55
Cc1ccc(NC(=S)N2CCN(Cc3ccccc3)CC2)cc1
 : -15 | i | 23
CCOC(=O)N1CCN(C(=O)CSc2ccc(-c3ccc(OC)c(OC)c3)nn2)CC1
 : -2 | i | 13
O=C(CN(C(=O)CCC(=O)Nc1nccs1)c1cccc(C(F)(F)F)c1)NCC1CCCO1 (stereo unspecified)
 : -14 | i | 17
O=C(CSCc1ccc(Cl)cc1)N1CCOCC1
 : 12 | i | 27
CC(C)(C)c1ccc(C(=O)NCC(=O)N/N=C/c2cccs2)cc1
 : -10 | i | 4
COc1ccc2nc(/N=C/c3c(C)[nH]n(-c4ccc(C)cc4)c3=O)sc2c1
 : -9 | i | 0
O=C(COC(=O)C1CCC1)Nc1ccccc1Sc1ccccc1
 : -11 | i | 4
CCn1c(CNc2ccccc2Cl)nnc1SCCN1CCCCC1
 : -22 | i | 4
COc1ccc(CCNC(=O)CCNC(=O)c2ccc([N+](=O)[O-])cc2)cc1
 : -5 | i | 12
O=C1CNC(=O)/C(=C/c2cccs2)N1
 : 2 | i | 44
O=c1c2cc([N+](=O)[O-])ccc2nc(CN2CCN(c3ccccn3)CC2)n1-c1ccccc1F
 : -8 | i | 21
OC1(CNCc2cn[nH]c2-c2cc3ccccc3o2)CCCCC1
 : -4 | i | 21
COc1cc(/C=N/NC(=O)c2cccc([N+](=O)[O-])c2)ccc1O
 : -3 | i | 31
O=C(O)Cn1cc(C(=O)c2ccco2)c2ccccc21
 : -18 | i | 24
Cc1ccc(NC(=O)CSc2nc(=O)n(CCN(C)C)c3c2CCCC3)c(C)c1
 : -21 | i | 8
COc1ccccc1N1CCN(CCCNC(=O)C2CCCN(c3ncnc4c3nc3n4CCCCC3)C2)CC1 (stereo unspecified)
 : -36 | i | 16
Cc1c(NC2=CC(=O)CC(C)(C)C2)c(=O)n(-c2ccccc2)n1C
 : -5 | i | 15
Cc1cc([N+](=O)[O-])cc2c1-c1ncccc1C2=Nc1ccccc1
 : -22 | i | 6
COc1ccc(CCNC(=O)c2cnn3ccccc23)c(OC)c1OC
 : -11 | i | 12
S=C(Nc1ccc(Cl)cc1)NC1CCCCC1
 : -13 | i | 20
COc1cc(N(C(=O)Cc2cccs2)C(C(=O)NC2CCCCC2)c2cccc(OC)c2OC)ccc1-n1cnnn1 (stereo unspecified)
 : -33 | i | 18
Cc1ccc(-n2c(SCC(=O)N3CCC(C(=O)O)CC3)nc3ccccc3c2=O)cc1C
 : 4 | i | 8
C/C(=N\Nc1ccc(Cl)cc1)c1ccncc1
 : -10 | i | 7
COc1cccc(CNCCSc2nnnn2C)c1OC
 : 2 | i | 5
Cc1cc(C)n2nc(C(=O)OCC(=O)c3cc(C)n(CC4CCCO4)c3C)nc2n1 (stereo unspecified)
 : -7 | i | 12
CCOC(=O)c1cnn(-c2ccccc2)c1-n1cccc1
 : -11 | i | 30
COc1ccc(N(CC(=O)Nc2ccc(S(=O)(=O)N3CCOCC3)cc2)S(=O)(=O)c2ccccc2)cc1
 : 7 | i | 9

Shown field by field: entries from further up
Cc1cc([N+](=O)[O-])cc2c1-c1ncccc1C2=Nc1ccccc1
  OX1R antag-1 = -22 | CHT allo act = i | OX1R antag-2 = 6

COc1ccc(CCNC(=O)c2cnn3ccccc23)c(OC)c1OC
  OX1R antag-1 = -11 | CHT allo act = i | OX1R antag-2 = 12

No new results follow: an excerpt of the list.
Fields – OX1R antag-1 | CHT allo act | OX1R antag-2
O=C(Nc1ccc2c(c1)OCO2)N1CCN(Cc2ccco2)CC1
 : 7 | i | 6
COc1ccccc1C1C(C(N)=O)=C(C)Nc2ncnn21 (stereo unspecified)
 : 2 | i | 13
Cc1cccc2cc(C(c3nnnn3Cc3ccc4c(c3)OCO4)N3CCCC3)c(=O)[nH]c12 (stereo unspecified)
 : -17 | i | 55
Cc1ccc(NC(=S)N2CCN(Cc3ccccc3)CC2)cc1
 : -15 | i | 23

The list continues:
Fields – OX1R antag-1 | CHT allo act | OX1R antag-2
O=C(COC(=O)Cc1ccsc1)Nc1ccc(F)cc1Cl
 : 6 | nt | -2
CC(Nc1ccc(F)cc1)=[N+](C)CCNS(=O)(=O)c1ccc(Cl)cc1
 : -3 | i | 17
CCOC(=O)C1CCN(CC(=O)N(CC(C)C)c2c(N)n(CC(C)C)c(=O)[nH]c2=O)CC1
 : 0 | i | 12
O=C(O)C1CCCN1c1ncccn1 (stereo unspecified)
 : -8 | i | 5
COc1ccc(S(=O)(=O)Nc2cccc(C)c2C)c2cccnc12
 : -25 | i | 20
COc1cccc(CC2(CO)CCCN(Cc3sc(N4CCCC4)nc3Cl)C2)c1 (stereo unspecified)
 : -26 | i | 28
CC(C)c1nnc(NC(=O)CSc2ccccc2)s1
 : -30 | i | -2
Cc1cc(OC(=O)c2cccc(Br)c2)c([N+](=O)[O-])c(=O)[nH]1
 : 12 | i | 9
CCCCCC1CCC(c2n[nH]c(=S)n2C)CC1 (stereo unspecified)
 : -11 | i | 25
Cc1ccc(Sc2ncccc2C(=O)O)cc1
 : -7 | i | 19
O=C(Oc1ccc(Br)cc1)c1cccnc1
 : -7 | i | 3
CC(=O)c1cccc(NC(=O)CN(C2CCCCC2)S(C)(=O)=O)c1
 : -31 | i | 12
Cc1cc(C)nc(SCc2nnc(SCC(=O)Nc3ccc(Cl)c(C(F)(F)F)c3)o2)n1
 : 8 | i | 30
COc1ccc(C(C(=O)NC(C)(C)C)N(C[C@H]2CC[C@@H]([C@@H]3CC[C@H](CO)O3)O2)C(=O)c2ccccc2)cc1 (stereo partly specified)
 : -21 | nt | 7
CCCCC(=O)Nc1ccc2c(c1)nc1n2CCOC1
 : -21 | i | 11
O=C(Nc1ccc(Cl)cc1)N(CCCN1CCOCC1)Cc1cccs1
 : -26 | i | 12
CCOC(=O)Cc1nnc(Nc2ccc(C)cc2)c2ccccc12
 : -21 | i | 5
O=C(Cc1ccc(F)cc1)N1CCN=C1SCc1ccc([N+](=O)[O-])cc1
 : -1 | i | 5
S=C(NCc1ccccc1)NCc1ccccn1
 : 19 | i | 11
Cc1cc(-n2c(SCc3ccccc3F)nc3n[nH]c(C)c3c2=N)ccc1Cl
 : -25 | i | 22
COc1ccc(N2CCN(C(=O)CCS(=O)(=O)c3ccc4c(c3)NC(=O)C(C)S4)CC2)cc1 (stereo unspecified)
 : -28 | i | 4
Cn1c(SCC(=O)Nc2ccc(NC(=O)c3ccccc3)cc2)nnc1-c1ccncc1
 : 8 | i | 20
COc1cccc(/C=N/NC(=O)CNC(=O)COc2cccc(C)c2)c1O
 : -56 | i | 27
COC(=O)c1nc(NC(=O)c2ccccc2Cl)n[nH]1
 : -4 | i | -1
CC(C)c1ccc(/C=C2\NC(=S)N(Cc3cccnc3)C2=O)cc1
 : -30 | i | 9
Nc1nonc1-n1nnc(C(=O)N/N=C/c2cc(Br)ccc2O)c1CSC1=NCCS1
 : -2 | i | 40
COc1ccc2c(c1)OC1(C)CC2C(C(=O)c2ccccc2OC)C(=O)N1 (stereo unspecified)
 : -19 | i | 8
CCN(CC)C(=O)[C@H]1CC(CC(=O)NC(C)(C)C)C(=O)N2CCc3c([nH]c4ccccc34)[C@]12C (stereo partly specified)
 : 5 | nt | 5
COc1ccc(NC(=O)CSc2nc3ncccc3[nH]2)cc1OC
 : -13 | i | 0
CSc1oc(-c2ccco2)nc1S(=O)(=O)c1ccc(F)cc1
 : -13 | i | 5
COc1ccc(CCNC(=O)c2ccc3c(c2)NC(=O)CS3)cc1OC
 : -9 | i | 4
COc1ccc(S(=O)Cc2ccc(C(=O)NCc3cccc(OC)c3)o2)cc1 (stereo unspecified)
 : -13 | i | 19
CCOC(=O)Cc1csc(SCC(=O)Nc2cc(Cl)ccc2Oc2ccccc2)n1
 : 61* | i | 54
CCN1CCN(c2ccc(S(=O)(=O)N3CCCCC3)cc2NC(=O)COc2cc(C)ccc2Cl)CC1
 : -37 | i | 7
CC(=O)N1CCN(c2ccccc2NC(=O)c2cc(Br)ccc2Cl)CC1
 : -29 | i | 0
CCCC(C(=O)NC1=NCCS1)c1ccccc1 (stereo unspecified)
 : -25 | i | 32
COc1ccc(C2CC(c3cccs3)=NN2C(=O)c2ccccc2)cc1OC (stereo unspecified)
 : -30 | i | 12
CC1(C)CC(C(CC(=O)N2CCCC2)Cc2ccccc2)CCO1 (stereo unspecified)
 : -21 | i | -1
Cc1ccc(CN2CCN(Cc3cc(=O)c4ccccc4[nH]3)CC2CCO)o1 (stereo unspecified)
 : -16 | i | 14
CC(=O)Nc1ccc(NC(=O)C(C)OC(=O)c2ccc(S(=O)(=O)N3CCCCC3)cc2)cc1 (stereo unspecified)
 : -8 | nt | -1
COc1cc(OC)c2c(c1C(CCN1CCOCC1)c1ccc(N(C)C)cc1)OC(=O)CC2c1ccc(N(C)C)cc1 (stereo unspecified)
 : -41 | i | 36
Cc1ccc(OC(=S)Nc2ccc(F)cc2)cc1
 : -3 | i | -5
O=C(O)c1cccc(NS(=O)(=O)c2ccc(-c3ccc(S(=O)(=O)Nc4cccc(C(=O)O)c4)cc3)cc2)c1
 : -1 | i | 6
CCOc1ccccc1N=Nc1c(C)[nH]n(-c2ccccc2)c1=O
 : -5 | i | 2
COCCCn1c(CCC(=O)O)ccc1-c1ccc(F)cc1
 : -15 | i | 5
Cc1c(NC(=S)N/N=C/c2ccc(Br)cc2)c(=O)n(-c2ccccc2)n1C
 : -23 | i | 5
COc1cc(OC)cc(C(=O)NC2=NCCS2)c1
 : -7 | i | 14
CCOC(=O)c1ncn2c1C(=O)OC2(C)C
 : -2 | i | 6
CCc1cc2cccc(C)c2nc1SCC(=O)NC1CCCC1
 : -12 | i | 9
CCOc1ccc(/C=N/NC(=O)NC23CC4CC(CC(C4)C2)C3)cc1O
 : -28 | i | 17
CC(=O)Nc1ccc(SCC(=O)OCC(=O)NC(=O)NCCC(C)C)cc1
 : -20 | i | 23
Cc1nc2c(-c3ccc(F)cc3)c(C)nn2c(C)c1CCC(=O)N1CCOCC1
 : -1 | i | 16
CSc1ccccc1NC(=O)CSCc1ccc(Br)cc1
 : -13 | i | 3
Cc1cc(C(=O)CN2C(=O)c3ccccc3C2=O)c(C)n1C1CC1
 : -27 | i | 16
Cc1cccc(NC(=O)c2cccc(S(=O)(=O)N3CCc4ccccc4C3)c2)n1
 : -23 | i | 21
N/C(=N\OC(=O)/C=C/c1ccccc1)c1cccnc1
 : -5 | i | 25
NC(=O)C(c1ccc(F)cc1)c1ccc(C(=O)c2ccccc2)cc1 (stereo unspecified)
 : -6 | i | 20
CC(C)(C)c1nc(N)nc(=O)[nH]1
 : 4 | i | -4
CC(Oc1ccc2c(-c3ccccc3)cc(=O)oc2c1)C(=O)NC(Cc1c[nH]c2ccc(O)cc12)C(=O)O (stereo unspecified)
 : -11 | i | 7
CC1(C)CC(NC(=O)COc2ccc([N+](=O)[O-])cc2)CC(C)(C)N1
 : -22 | i | 20

Looked up above:
For OX1R antag-1, Cc1nc2c(-c3ccc(F)cc3)c(C)nn2c(C)c1CCC(=O)N1CCOCC1 is listed with -1
For OX1R antag-2, CC(=O)Nc1ccc(NC(=O)C(C)OC(=O)c2ccc(S(=O)(=O)N3CCCCC3)cc2)cc1 (stereo unspecified) is listed with -1
For OX1R antag-1, COc1cc(OC)cc(C(=O)NC2=NCCS2)c1 is listed with -7

Further structures follow.
Fields – OX1R antag-1 | CHT allo act | OX1R antag-2
CC1CCN(CCCNC(=O)CN2C(=O)CSc3ccc(S(=O)(=O)N4CCC(C)CC4)cc32)CC1
 : -24 | i | 12
CCCCCN=C(C)c1c(O)c2ccccc2oc1=O
 : -15 | i | 35
Cc1cc(NS(=O)(=O)c2ccc(NS(=O)(=O)c3ccc(Br)cc3)cc2)no1
 : -3 | i | 13
COc1ccc(CCNCc2c(-c3ccccc3)n(C)c3ccccc23)cc1
 : 13 | i | 3
C[C@H](CO)N1C[C@H](C)[C@@H](CN(C)S(=O)(=O)c2cccs2)Oc2ccc(NC(=O)Nc3ccccc3)cc2C1=O
 : -22 | nt | 4
CN(C)c1nc(-c2ccccc2)cc(C(F)(F)F)c1C#N
 : -28 | i | 16
CC(C)(C)NC(=O)C(c1ccc(O)cc1)N(C(=O)CCC(=O)Nc1nccs1)c1ccc(F)cc1 (stereo unspecified)
 : -34 | i | 17
N#CC1(NC(=O)COc2ccc3oc4ccccc4c3c2)CCCCC1
 : -11 | i | 12
Cc1cc(Oc2nc3ccccn3c(=O)c2/C=C(\C#N)C(=O)NC2CCS(=O)(=O)C2)ccc1Cl (stereo unspecified)
 : -2 | i | 26
COc1cc(OC)cc(-c2c(-c3cccs3)c3cc(-c4ccc5cc[nH]c5c4)ccc3n2C)c1
 : -6 | nt | 3
CC1CCCN(C(=O)COc2ccc3c(c2)OCO3)C1 (stereo unspecified)
 : -12 | i | 13
CCCCOc1ccc(Cl)cc1CSc1nncn1N
 : -5 | i | 13
CCN(C(=O)c1cc(S(=O)(=O)N2CCc3ccccc32)cn1C)c1ccccc1
 : -42 | i | 4
CCOc1ccc(OCC)c(NS(=O)(=O)c2cccc3nsnc23)c1
 : 14 | i | 40
Cn1c(=O)c(C(=O)NCc2ccc(Cl)cc2)c(O)c2ccccc21
 : -17 | i | 12
O=C(CC1Nc2ccccc2NC1=O)Nc1ccccc1 (stereo unspecified)
 : -21 | i | 26
CCCCC(CC(O)COCC(C)C)C(=O)NN (stereo unspecified)
 : -16 | i | 17
